Screens deposited in PubChem BioAssay by several laboratories.
HTR5A inv ctr: HTR5A inverse agonism, opioid heterodimer counter-screen; inhibition, % at 9.3 µM; AID 504634; HTR5A cell line, luminescence; P47898; 0.083% of 340,000 active; in the data active means inhibition mostly above about 23%, no sharp cut-off; inactive means mostly below about 18%;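 further: 0% = cells with DMSO and 100% = no-cell wells with DMSO; some compounds called inactive have numbers as strong as hits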
Target sequence (P47898 whole entry, looked up): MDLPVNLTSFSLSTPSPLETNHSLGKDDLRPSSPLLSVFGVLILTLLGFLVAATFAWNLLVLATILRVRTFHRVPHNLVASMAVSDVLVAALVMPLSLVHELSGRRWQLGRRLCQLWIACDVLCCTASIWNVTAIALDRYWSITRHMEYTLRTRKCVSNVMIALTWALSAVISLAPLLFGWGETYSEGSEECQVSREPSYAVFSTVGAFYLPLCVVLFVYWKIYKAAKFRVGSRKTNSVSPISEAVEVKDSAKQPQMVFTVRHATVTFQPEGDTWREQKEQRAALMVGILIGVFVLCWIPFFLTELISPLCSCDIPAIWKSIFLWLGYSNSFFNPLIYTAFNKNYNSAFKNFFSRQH
CDK5 inh: CDK5/p35 (human) kinase inhibition; Q00535+Q15078; AID 488839; inhibition, % at 10 µM; 0.01% of 330,000 active; Recombinant CDK5/p35, ADP-Glo luminescence, 60 min;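 active means highest replicate inhibition of at least 50% and at least 75% of replicates reaching 50%; inconclusive means only one of the two criteria met; inactive means both criteria failed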;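 further: plate controls were DMSO neutral control for no effect and GW8510 at 10 µM for full effect; many of its hits are not listed in these tables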
PvdQ inh: blocks Pseudomonas aeruginosa PvdQ acylase activity | purified PvdQ acylase, fluorescence plate reader | inhibition, % at 10 µM | 0.063% of 340,000 active; in the data active means inhibition above about 30%, passing the limit was not always enough; inconclusive means no clear call, values can overlap the other calls;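 further: 0% = vehicle neutral wells and 100% = reference inhibitor wells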
dFosB activator: mouse delta FosB homodimer activation; purified delta FosB, TAMRA-CDK5 oligo fluorescence polarization; percent of positive-control signal above neutral wells; 0.99% of 340,000 active; activation, % at 25 µM; AID 493131;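 active means mean activation above about 17%, with every replicate also reaching it, limit read from the data, passing the limit was not always enough; inconclusive means only one of the two conditions met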;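 further: fluorescence polarization rise as delta FosB binds a TAMRA Cdk5 AP-1 oligo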
Target sequence (P13346 whole entry, looked up): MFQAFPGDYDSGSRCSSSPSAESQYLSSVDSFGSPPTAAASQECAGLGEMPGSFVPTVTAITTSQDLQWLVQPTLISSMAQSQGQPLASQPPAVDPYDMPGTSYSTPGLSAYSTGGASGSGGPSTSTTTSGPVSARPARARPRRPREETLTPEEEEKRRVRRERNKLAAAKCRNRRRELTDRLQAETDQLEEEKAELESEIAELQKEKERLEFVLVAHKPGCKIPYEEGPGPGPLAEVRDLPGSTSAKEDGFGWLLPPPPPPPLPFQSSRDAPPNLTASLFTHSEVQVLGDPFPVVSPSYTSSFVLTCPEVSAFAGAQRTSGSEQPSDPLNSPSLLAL
V-ATPase pHluor: regulators of yeast V-ATPase proton transport; response, % at 10 µM; S. cerevisiae, pHLuorin cytosolic pH fluorescence; 0.37% of 350,000 active; in the data active means response mostly above about 7.3%, no sharp cut-off; inactive means mostly below about 5.4%; further: actives read high; inactives centre near 0; some compounds called inactive have numbers as strong as hits; reference of the scale not given here
SR-BI HDL uptake: inhibitors of mouse SR-BI mediated HDL lipid uptake; AID 488896; 0.96% of 320,000 active; inhibition, % at 12.5 µM; Q61009; ldlA[mSR-BI] CHO cells, DiI-HDL uptake fluorescence, 3 h;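 active means mean replicate inhibition of at least 70% and a set share of replicates each scoring 70 or more; inconclusive means meets just one of the two criteria; inactive means fails both criteria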;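 further: 0% = median of neutral control wells and 100% = median of positive control wells; values of inactives mirror those of a sister screen read the other way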
Wnt bcat act: Wnt/beta-catenin pathway activation | Wnt/beta-catenin reporter cell assay, activator, plate reader | 1.2% of 300,000 active | activation, % at 9.35 µM; in the data active means activation above about 30%, passing the limit was not always enough; inconclusive means no clear call, values can overlap the other calls;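 further: 0% = neutral control wells and 100% = positive control wells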
NSD2 HMT inh: blocks human histone methyltransferase NSD2. NSD2 peptide methylation, AlphaScreen, 120 min. inhibition, % at 12.5 µM. 0.54% of 310,000 active. AID 743445; in the data active means inhibition above about 50%
HTR5A ag ctr: counter-screen for OPRM1-OPRD1 agonists: human HTR5A agonism. AID 504692. activation, % at 9.3 µM. 0.61% of 340,000 active. HTR5A agonist assay, luminescence, cell-based; in the data active means activation mostly above about 9.5%, no sharp cut-off; inactive means mostly below about 7.6%;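 further: 0% = cells with vehicle only and 100% = reference agonist; strong numbers were not always called active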
MITF act: MITF TRPM1 promoter activation in melanoma cells; SK-MEL-5 TRPM1-promoter luciferase, 24 h; % of positive control, neutral wells = 0; activation, % at 12.5 µM; 0.75% of 300,000 active; AID 588334;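 active means mean activation of at least 80% with every replicate also reaching 80%; inconclusive means mean reaches 80% but some replicate falls short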;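 further: 0% = neutral control wells and 100% = parthenolide positive control wells; values of inactives mirror those of a sister screen read the other way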
Starred values were filed as active, the others as inactive; ? = inconclusive; / = no result given.

SMILES	HTR5A inv ctr	CDK5 inh	PvdQ inh	dFosB activator	V-ATPase pHluor	SR-BI HDL uptake	Wnt bcat act	NSD2 HMT inh	HTR5A ag ctr	MITF act
CCCN1Cc2cccc(C(=O)Nc3ccc4c(c3)OCO4)c2C1=O	-14	-2.3	17	-16	5	/	/	-2	4	34
COc1cc(-c2nc(CN3CCN(C(=O)c4ccco4)CC3)c(C)o2)ccc1F	-20	1.3	-7	-2	2	28	2	1	4	-2
COc1ccc(NC(=O)/C(C#N)=C/c2ccc(OCCN3CCOCC3)c(OC)c2)c(OC)c1	-7	-0.2	0	-4	2	75*	/	/	3	10
CC(C(=O)Nc1ccc2c(c1)OCCO2)c1ccc([N+](=O)[O-])cc1 (centres undefined)	-10	0.0	-3	-3	0	-35	-2	1	-4	7
COC(=O)CSc1nc2c(c(C3CC=CCC3)c1C#N)CCC2 (centres undefined)	12	-0.3	-15	2	5	-6	/	0	-5	1
COC(=O)c1ccccc1NC(=O)Oc1ccc(C(C)C)cc1	-29	0.6	-8	3	-1	7	-3	-5	-1	5
Cc1ccccc1NC(=O)c1nc2nccc(C)n2n1	2	0.7	-4	-8	4	-5	/	/	-1	34
Cc1ccc(N(CC(=O)Nc2c(C)n(C)n(-c3ccccc3)c2=O)S(C)(=O)=O)cc1C	-3	0.6	-12	7	6	-41	1	0	1	-4
O=C(NC1=NCCS1)C1Cc2ccccc2CN1C(=O)c1ccccc1 (centres undefined)	9	0.0	-3	-2	-1	-65	/	0	7	-2
Cc1cc(Br)cc2c(C(=O)NCC3CCCO3)cc(-c3ccccc3)nc12 (centres undefined)	4	-4.0	-16	-14	0	51	0	-4	-1	22
Oc1ccc(/C=N/Nc2ccc(C(F)(F)F)cn2)cc1	0	30	-9	-4	-3	41	18	-1	0	63
COc1ccccc1/C=C(/C(=O)NCCCn1ccnc1)c1ccccc1	14	-0.5	-4	-8	1	-21	0	2	0	-8
O=C1OCCN1C(=O)[C@H]1[C@H](c2ccc([N+](=O)[O-])cc2)C(c2ccccc2)=NN1c1ccccc1	3	2.4	-10	-4	0	3	-1	/	-1	-10
CCCCN(C(=O)c1ccc2c(c1)S(=O)(=O)N=C1CCCCCN12)c1c(N)n(CCCC)c(=O)[nH]c1=O	-15	0.3	1	1	1	-19	-1	0	1	2
CCCCn1c(CN2CCN(C(=O)c3ccco3)CC2)nc2c1c(=O)n(C)c(=O)n2C	-15	-5.2	1	-4	4	-19	2	/	-1	/
CC(C)c1ccc2oc(-c3ccc(NC(=O)c4ncn[nH]4)cc3)nc2c1	11	-0.1	-16	-4	1	28	/	0	-5	17
CNc1nc(-c2ccc3c(c2)CCN3C(=O)c2ccc(F)cc2)cs1	15	0.1	-8	-1	-2	40	-4	1	-4	33
CCOC(=O)N1CCN(C(=O)COC(=O)C2CCN(S(=O)(=O)c3ccc(C)c(C)c3)CC2)CC1	-11	1.0	0	-10	-1	-4	-2	0	4	0
Cc1cc(C)n(-c2nnc(Cl)c3ccccc23)n1	7	-2.9	1	3	2	11	-1	/	-3	-10
CCOC(=O)Cc1csc(NC(=O)COc2ccccc2OCC)n1	7	0.9	2	-1	-4	-18	1	-5	-3	-3
COc1ccc2c(c1)O[C@@H](c1cccc(C(F)(F)F)c1)[C@H](O)C2=O	-1	0.0	-9	-9	0	6	/	/	-1	-13
Cc1cccnc1NC(=O)COc1ccc2c(c1)CCC2	3	1.6	28	9	3	-33	17	-1	-1	100*
CCn1c(N)c(Br)c(=O)[nH]c1=O	-10	0.1	-7	4	1	-14	0	0	5	2
COc1ccccc1N(CC(=O)Nc1cc(C)on1)S(=O)(=O)c1cccc(C(F)(F)F)c1	3	-2.5	-15	-18	1	-11	1	1	-2	3
O=[N+]([O-])c1ccc(Cl)c(/C=N/N2CCN(Cc3ccccc3Cl)CC2)c1	3	-1.1	11	0	-3	2	0	2	6	/
Going on with the list.
SMILES	HTR5A inv ctr	CDK5 inh	PvdQ inh	dFosB activator	V-ATPase pHluor	SR-BI HDL uptake	Wnt bcat act	NSD2 HMT inh	HTR5A ag ctr	MITF act
CCCCNCCS(=O)(=O)NCc1ccccc1	18	-1.9	-9	-12	0	-3	-4	/	-5	12
COc1ccc(NC(=O)C2CC(=O)N/C(=N/NC(=O)c3ccc(Cl)cc3)S2)cc1 (centres undefined)	2	0.7	-11	-4	8	-8	2	-3	8	0
O=C(COC(=O)c1cnccn1)c1ccc(OC(=O)c2ccccc2)cc1	-12	1.7	-4	5	0	-22	/	-1	5	8
Cc1cc(C)cc(NC(=O)C2CCCN(c3nccc(C)n3)C2)c1 (centres undefined)	-26	0.7	4	-4	-3	26	-5	-4	0	0
CCOC(=O)CNC(=O)c1cccnc1Oc1ccc(Cl)cc1	-18	1.0	2	-8	-2	9	-4	-5	-1	-1
O=S(=O)(NC1CCN(S(=O)(=O)c2ccc3c(c2)OCCO3)C1)c1c(F)cccc1F (centres undefined)	-10	-1.1	4	-2	7	-4	-3	/	3	/
CC(=O)c1cnn(-c2nc3c(C)cccc3s2)c1C	-39	0.1	-5	-1	-2	-7	/	0	4	11
Cc1c(C)c(C)c(S(=O)(=O)N2CCSCC2)c(C)c1C	12	0.3	-20	3	20*	28	0	-4	4	-2
O=C1OC2(CCCCC2)OC(=O)C1=CNc1nc2ccccc2s1	-7	-2.8	-16	-2	0	-30	/	-1	2	/
Cc1ccnn1CC(=O)N/N=C/c1c[nH]c2ccccc12	12	-0.7	-17	-3	0	4	1	0	5	/
O=C(C[n+]1cc(Br)cc(Br)c1)c1ccc(Cl)cc1	-10	-6.0	-4	-2	-4	25	1	-1	3	-17
COc1ccc(Nc2nc(N3CCCCC3)c3ccccc3n2)cc1	-2	0.1	-6	3	1	1	/	6	5	-4
COc1cccc(NC(=O)CSc2nc3ccccc3nc2N2CCOCC2)c1	-4	-8.5	-5	-9	3	22	3	/	4	/
Cc1noc(C)c1COC(=O)c1ccc2c(c1)OCO2	-17	-0.5	3	4	7	-12	-2	-1	-1	8
CCn1c(CCCCc2n[nH]c(=S)n2CC)n[nH]c1=S	-7	3.1	14	-6	-2	-2	0	-10	2	-15
Cn1c(C(=O)N2CCC(C(=O)N3CCOCC3)CC2)cc2sccc21	-2	0.9	3	0	-13	-36	1	/	-5	/
COc1ccc2ccccc2c1-c1sc(Nc2ccccc2)n[n+]1-c1ccc(F)cc1	0	-6.1	-50	-5	4	24	-8	/	-1	-7
C#CCNC(=O)C1=C[C@@H](c2coc3ccccc3c2=O)[C@H](CCCO)[C@@H](OCC)O1	-20	1.2	-15	0	2	-16	0	/	-2	3
COc1ccc(NC(=S)NC(=O)c2cncc(Br)c2)cc1	35	-1.7	-8	-9	-1	/	9	-1	-6	/
O=C(c1cccc(S(=O)(=O)N2CCOCC2)c1)N1CCN(Cc2ccc3c(c2)OCO3)CC1	-16	1.1	-1	-2	-3	-2	-2	-5	6	-2
COCCCNS(=O)(=O)c1ccc(Oc2ncc(C(F)(F)F)cc2Cl)cc1	3	-1.0	-9	-6	-1	10	-1	-8	2	/
Cc1cc2c(NS(=O)(=O)c3ccc(F)cc3)cccc2nn1	/	0.1	-10	-5	-3	-13	1	23	/	/
O=C(Nc1ccc2c(c1)OCCO2)c1ccccc1F	20	4.3	13	-5	0	-15	5	-4	-8	/
CCOC(=O)N1CCN(S(=O)(=O)c2ccc(OCC)c(C)c2)CC1	-4	1.0	7	-5	0	-24	/	-1	2	-3
CN1CC[C@]2(CCN3CCc4c(oc5ccccc45)[C@@H]3C2)N(C)C1=O	/	0.0	-3	-1	3	-7	3	/	/	1
Remaining list, next part:
SMILES	HTR5A inv ctr	CDK5 inh	PvdQ inh	dFosB activator	V-ATPase pHluor	SR-BI HDL uptake	Wnt bcat act	NSD2 HMT inh	HTR5A ag ctr	MITF act
c1ccc2c(CCc3ccncc3)cccc2c1	-7	-8.0	-6	-8	21	24	-2	1	2	-9
N#Cc1cccc(NC(=O)NCCc2c[nH]c3ccccc23)c1	-23	0.0	-15	3	3	-7	-2	/	8	13
CC(=O)/C=C(\C)Nc1ccc(-c2cnc(-c3ccccc3)o2)cc1	11	-1.3	-50	-2	3	4	-4	-3	-4	?
COc1ccc(C(=O)Nc2ccccc2C(=O)N2CCCCCC2)cc1OC	6	-0.7	-10	-8	-1	-7	2	1	-3	1
O=c1[nH]c(C2CCN(S(=O)(=O)c3ccc([N+](=O)[O-])cc3)CC2)nc2c1nnn2Cc1ccccc1	-11	0.5	-15	3	-2	/	-1	-2	-4	-11
CCOc1ccc(S(=O)(=O)NCCC(=O)NCC(c2cccs2)N2CCOCC2)cc1 (centres undefined)	-8	-1.0	0	0	5	8	-2	-1	3	-6
O=C(c1ccc(Cl)cc1)N1C2C=CC(C2)C1(C(F)(F)F)C(F)(F)F (centres undefined)	3	0.3	-17	-5	-3	15	1	6	-5	8
CC/C(Cc1ccccc1)=N/NC(=O)c1cccc(Br)c1	-25	-0.3	-6	0	-4	4	/	-4	9	-2
COc1cc(/C=C/C(=O)N2CCN(C)CC2)cc(S(=O)(=O)N2CCc3ccccc32)c1OC	0	0.4	10	-1	5	-22	5	/	0	-1
COc1ccccc1NS(=O)(=O)c1cccc(NC(=O)CCNC(=O)c2ccccc2OC)c1	10	-1.2	1	-11	1	31	3	1	-4	2
COc1cccc(OCCn2c(C)c(/C=N/n3cnnc3)c3ccccc32)c1	-21	0.2	-8	-2	-2	29	/	-9	-3	9
CC(C)(C)C(=O)Nc1cccc(-c2nc3ccccc3[nH]2)c1	-18	-1.7	-7	3	-1	5	1	2	6	7
N#Cc1ccc2nc3c(nc2c1)CCCC3	-11	-1.2	-6	-1	0	3	0	3	3	/
COC(=O)c1ccccc1NS(=O)(=O)c1ccc(F)cc1	-15	0.1	-16	-7	-1	-15	/	-1	-5	2
COCCCN1C(=O)C(O)=C(C(C)=O)C1c1cccc(F)c1 (centres undefined)	1	-0.6	-5	5	1	0	/	5	0	/
Cc1cc2c(c(SCC(=O)NCCc3ccccc3)n1)C(=O)OC2	-17	0.2	-7	4	0	-6	-3	5	5	3
COc1ccc2cc(-c3[nH]ncc3CNCCn3nc(C)cc3C)ccc2c1	-6	-3.6	-11	-3	0	5	1	1	-1	/
CC(=O)Nc1sc2c(c1C(c1ccccc1Cl)N1CCN(CCO)CC1)CCCC2 (centres undefined)	9	0.8	-21	2	-4	-16	0	/	-3	-2
COc1ccc(C(=O)Nc2cc(-c3nn4c(C)nnc4s3)ccc2C)cc1	6	1.4	-15	-35	0	40	0	/	-2	0
COc1ccc(OC)c(NC(=O)Nc2ccc(Cl)cc2)c1	-11	-0.6	10	-14	3	?	/	/	-1	34
Cc1csc(C(C#N)C(=O)c2cc3ccccc3o2)n1 (centres undefined)	1	-1.1	-12	-5	1	22	25	31	1	62
COC(=O)C1=C(C)n2nnnc2NC1c1ccc(Cl)cc1 (centres undefined)	0	0.7	1	0	-2	31	/	0	-2	/
CC(=O)C1=C(C)NC(=O)CC1c1ccccc1Cl (centres undefined)	-7	-2.1	-10	-5	/	-10	-2	-2	-5	-4
CN(CCc1ccccc1)C(=O)c1ccc(NC(=O)Cc2cccc(NC(=O)C3CCN(C(=O)c4ccccc4)CC3)c2)cc1	-11	-0.2	-14	-5	-1	36	-2	/	3	3
